Bcl-B Bim block – inhibitors of Bim-Bcl-B binding, primary screen, biochemical, multiplexed, human Bcl-2 family; bead-based flow cytometry, Bim peptide-Bcl-B binding; inhibition, % at 10 µM; actives 0.073% (n = 190,000); AID 951, 2007;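 further: 0% = tracer peptide without compound and 100% = reference inhibitor peptide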
RGS8-Gao – RGS8-Galphao binding modulators, primary screen, biochemical, multiplexed bead flow cytometry; response (percent of control binding), % at 10 µM; AID 1423, 2008; actives 0.34% (n = 220,000); actives lie on both sides; in the data active means response below about 60% or above about 140%; inactive means in between;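 further: Galphao activated as the GDP aluminium fluoride complex binding bead-coupled RGS8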
Bim-Bcl-W – inhibitors of Bim binding to Bcl-W, primary screen, biochemical, multiplexed, bead-based flow cytometry | Bim peptide-Bcl-W binding | AID 952, 2007 | Bcl-2-like protein 2 (Homo sapiens), Q92843 | inhibition, % at 10 µM | actives 0.02% (n = 190,000);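 further: 0% = bound tracer without compound and 100% = peptide blocker; higher means less fluorescent Bim peptide bound to Bcl-W beads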
Target sequence (Q92843 whole entry, looked up): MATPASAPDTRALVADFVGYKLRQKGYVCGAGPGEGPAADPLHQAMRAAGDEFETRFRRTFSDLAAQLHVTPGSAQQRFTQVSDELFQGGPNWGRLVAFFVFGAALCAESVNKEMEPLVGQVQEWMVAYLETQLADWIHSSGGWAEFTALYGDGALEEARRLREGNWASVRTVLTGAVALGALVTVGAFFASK
ABCG2 inh – ABCG2 efflux pump inhibitors, primary screen, multiplex with ABCB1, IgMXP3 cells, flow cytometry | Broad substrate specificity ATP-binding cassette transporter ABCG2 (Homo sapiens), Q9UNQ0 | actives 0.1% (n = 190,000) | JC-1 efflux | inhibition, % at 6.6 µM;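 active means inhibition above 80%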;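 further: 0% = DMSO and 100% = nicardipine control wells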
Target sequence (Q9UNQ0 whole entry, looked up): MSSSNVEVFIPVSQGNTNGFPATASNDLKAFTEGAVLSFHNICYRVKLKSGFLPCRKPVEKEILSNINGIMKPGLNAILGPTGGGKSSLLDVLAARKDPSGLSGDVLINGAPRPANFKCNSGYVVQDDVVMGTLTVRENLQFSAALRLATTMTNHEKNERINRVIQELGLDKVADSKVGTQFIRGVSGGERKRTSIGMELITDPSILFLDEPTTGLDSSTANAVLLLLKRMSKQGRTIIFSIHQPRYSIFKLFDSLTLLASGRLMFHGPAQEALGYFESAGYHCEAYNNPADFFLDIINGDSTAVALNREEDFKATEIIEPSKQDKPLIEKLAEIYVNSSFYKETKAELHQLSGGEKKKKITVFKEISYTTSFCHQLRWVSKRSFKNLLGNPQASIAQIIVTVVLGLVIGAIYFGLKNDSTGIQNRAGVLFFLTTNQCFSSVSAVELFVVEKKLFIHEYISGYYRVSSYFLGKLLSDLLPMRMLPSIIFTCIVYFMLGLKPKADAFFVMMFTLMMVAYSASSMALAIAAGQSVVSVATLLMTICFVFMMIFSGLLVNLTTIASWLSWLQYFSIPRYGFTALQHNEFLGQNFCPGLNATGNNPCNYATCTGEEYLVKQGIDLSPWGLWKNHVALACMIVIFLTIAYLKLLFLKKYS
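test system = two drug-resistant human cell lines, ABCG2 and ABCB1 | amount = 3 million cells/mL final, two lines in 1:1 ratio | reagent = JC-1 transporter substrate | doses = one concentration, 6.6 µM final | incubation = 10 min at 25 °C | signal = flow cytometric JC-1 green MFI at 530 nm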
RGS7-Gao – RGS7-Galphao binding modulators, primary screen, biochemical, multiplexed bead flow cytometry; Guanine nucleotide-binding protein G(o) subunit alpha (Homo sapiens), P09471; actives lie on both sides; binding response (% of control), % at 10 µM; actives 0.35% (n = 220,000); AID 1439, 2008; in the data active means binding response below about 49% or above about 150%; inconclusive means no clear call, values can overlap the other calls; inactive means in between;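 further: fluorescent Galphao held in activated GDP-AlF4 state binding bead-coupled RGS7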
GSH bead fluor – compound fluorescence on glutathione beads, profiling panel, artefact control, biophysical, 488/530 nm, flow cytometry; GSH beads flow cytometry, compound fluorescence 488/530 nm; stronger effect = higher value; fluorescence (KMESF) at 10 µM; actives 0.25% (n = 190,000); AID 1776, 2009; in the data active means fluorescence above about 89;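 further: glutathione beads carrying GST-tagged Bcl family fusion proteins plus one bare bead set; values are compound well signal with DMSO vehicle wells as background; inactives centre near 16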
Bcl-XL Bim block – inhibitors of Bim-Bcl-XL binding, primary screen, biochemical, multiplexed, bead flow cytometry, human Bcl-XL | Bcl-2-like protein 1 (Homo sapiens), Q07817 | Bim peptide-Bcl-XL binding, fluorescence | inhibition, % at 10 µM | actives 0.04% (n = 190,000)
Target sequence (Q07817 whole entry, looked up): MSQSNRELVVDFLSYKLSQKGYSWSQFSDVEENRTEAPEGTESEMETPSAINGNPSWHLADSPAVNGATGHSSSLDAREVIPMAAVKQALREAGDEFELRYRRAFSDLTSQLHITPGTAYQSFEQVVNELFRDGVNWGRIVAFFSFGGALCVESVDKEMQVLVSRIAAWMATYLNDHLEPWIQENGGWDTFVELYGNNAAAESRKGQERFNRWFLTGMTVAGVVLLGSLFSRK
Bim-Bfl-1 – inhibitors of Bim binding to Bfl-1, primary screen, biochemical, multiplexed, bead-based flow cytometry; Bcl-2-related protein A1 (Homo sapiens), Q16548; Bim-Bfl-1 binding inhibition; AID 1008, 2008; inhibition, % at 10 µM; actives 0.12% (n = 190,000);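 further: 0% = wells without compound plus tracer and 100% = blocker peptide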
RGS4-Gao reg – modulators of RGS4 binding to Galphao, primary screen, biochemical, multiplexed bead flow cytometry; actives lie on both sides; binding response (% of control), % at 10 µM; actives 0.33% (n = 220,000); AID 1415, 2008; in the data active means binding response below about 49% or above about 150%; inactive means in between;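 further: fluorescent Galphao activated with aluminum fluoride binding bead-coupled RGS4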
ABCB1 inh – ABCB1 efflux pump inhibitors, primary screen, cell-based, multiplex, flow cytometry, ABCG2 counter-screen; CCRF-Adr cells, JC-1 efflux; inhibition, % at 6.6 µM; actives 0.067% (n = 190,000); in the data active means inhibition above about 40%;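 further: 0% = vehicle and 100% = reference inhibitor; higher value means more JC-1 retained so stronger ABCB1 efflux block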
Bcl-2 Bim block – inhibitors of Bim-Bcl-2 binding, primary screen, biochemical, multiplexed, human Bcl-2 family | Apoptosis regulator Bcl-2 (Homo sapiens), P10415 | Bead-based flow cytometry, Bim peptide-Bcl-2 binding | inhibition, % at 10 µM | actives 0.06% (n = 190,000) | AID 950, 2007; in the data active means inhibition above about 40%; inconclusive means no clear call, values can overlap the other calls;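 further: 0% = no compound wells with probe peptide and 100% = reference peptide inhibitor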
An asterisk follows results filed as active; u = inconclusive; x = not tested or not shown. Unless noted, no stated cut-off is given here; in the data, active means inhibition above about 40%.

SMILES	Bcl-B Bim block	RGS8-Gao	Bim-Bcl-W	ABCG2 inh	RGS7-Gao	GSH bead fluor	Bcl-XL Bim block	Bim-Bfl-1	RGS4-Gao reg	ABCB1 inh	Bcl-2 Bim block
CC(C)NC(=O)N1CCOCCOCCN(C(=O)NC(C)C)CCOCCOCC1	-8.0	101.2	-1.0	0.5	100.3	61	-2.0	-9.0	103.2	0.3	-6.0
O=c1c2cnn(-c3ccc(F)cc3)c2ncn1Cc1cccnc1	-6.0	101.2	3.0	5.1	96.6	47	2.0	-13.0	94.3	0.6	-6.0
CCn1c(=O)c(C(=O)CN2c3ccccc3CC2C)c(N)n(Cc2ccccc2)c1=O (configuration not stated)	-9.0	101.0	-3.0	4.8	102.2	19	-7.0	-13.0	95.1	0.8	-11.0
COC(=O)c1cc(-c2ccc(Br)cc2)n[nH]1	-3.0	94.9	-2.0	1.8	93.0	13	-5.0	-2.0	94.2	0.1	-3.0
CCCN(CCC)CCCNc1ccc2nnc(-c3ccc(F)cc3)n2n1	-4.0	95.6	-1.0	0.0	82.7	24	-5.0	-8.0	88.1	0.5	-8.0
O=C(NC1CCCc2ccccc21)c1ccc2c(c1)OCO2 (configuration not stated)	-5.0	104.7	-2.0	0.6	u	13	-1.0	-6.0	106.9	0.0	-7.0
CC(C)NCC(O)COC1C2CC3CC(C2)CC1C3 (configuration not stated)	-5.0	98.8	-2.0	2.2	99.7	22	-4.0	-6.0	104.6	1.1	-3.0
O=C(CSc1nnc(NC(=O)c2ccccc2F)s1)Nc1ccccc1F	0.0	97.7	1.0	8.9	u	20	1.0	-5.0	95.5	0.7	-3.0
CC(C)CNC(=S)Nc1ccc(Oc2ccccc2)cc1	-20.0	95.2	-4.0	4.9	85.9	19	-18.0	-9.0	83.7	-0.2	0.0
CCOc1ccc(Cl)cc1S(=O)(=O)N1CCN(c2ccc(C)c(C)c2)CC1	0.0	103.2	15.0	2.1	104.9	3	5.0	4.0	108.2	0.3	3.0
O=C(COC(=O)c1cncc(Br)c1)NCc1ccc(F)cc1	-5.0	100.8	1.0	16.6	u	14	-1.0	-3.0	103.0	1.6	-1.0
COc1ccccc1-c1ccc(SCC(=O)NCCc2ccccc2)nn1	0.0	85.6	4.0	2.5	85.8	18	0.0	6.0	75.6	0.7	5.0
Cc1ccc(-c2ccc(SCC(=O)N3CCc4ccccc43)nn2)cc1	-13.0	99.4	-7.0	0.9	104.2	21	-14.0	-16.0	103.7	-0.3	-8.0
COc1ccc(N2CCN(C(=O)C3Cc4ccccc4CN3C(=O)c3ccccc3)CC2)cc1 (configuration not stated)	-3.0	100.2	0.0	-0.6	u	14	3.0	4.0	96.5	0.1	0.0
CN(C)S(=O)(=O)NCCNC(=O)c1cc(OCC(F)(F)F)ccc1OCC(F)(F)F	-2.0	98.7	0.0	6.2	90.8	7	-2.0	0.0	92.9	0.7	0.0
Cc1ccc(Nc2nc(CSc3nnc(-c4ccncc4)n3C)cs2)cc1	-11.0	82.8	-6.0	0.0	96.4	16	-7.0	-3.0	91.3	0.0	-4.0
CCC(=O)Nc1nnc(CSCc2ccccc2)s1	1.0	98.2	-6.0	3.5	93.3	5	0.0	7.0	96.4	1.0	4.0
CCC(C)NC(=O)C1CCCCN1S(=O)(=O)c1ccc(F)cc1 (configuration not stated)	-1.0	98.7	-2.0	3.2	94.7	11	2.0	-2.0	92.2	0.9	-1.0
Cc1cc(=O)oc2cc(OC(=O)c3ccco3)ccc12	0.0	101.0	0.0	12.8	100.7	10	0.0	-4.0	98.5	0.4	-1.0
Cc1ccc(OC(=S)Nc2ccc(F)cc2)cc1	-5.0	102.6	0.0	1.7	101.9	12	-4.0	1.0	99.2	0.5	5.0
COc1ccc(-c2csc(NC(=O)CSc3n[nH]c(N)n3)n2)cc1	-12.0	102.1	-4.0	-0.9	101.8	14	-8.0	0.0	94.4	-0.4	-2.0
N/C(=N/OC(=O)c1ccccc1Cl)c1nonc1N	0.0	103.1	2.0	1.0	103.8	27	-1.0	-4.0	103.8	0.1	-2.0
CCCC(O)(CCC)C(=O)NN(C(=O)CCl)c1cccc(C)c1	13.0	117.1	9.0	-0.9	101.9	7	18.0	20.0	101.3	x	14.0
COc1ccc(CCNC(=O)/C=C/C(=O)O)cc1OC	0.0	96.1	0.0	1.2	97.2	11	1.0	3.0	96.2	0.2	3.0
CC(C)(C)c1ccc(-c2noc(CCC(=O)NCc3ccco3)n2)cc1	-3.0	100.4	-1.0	0.5	88.7	11	0.0	-7.0	94.8	0.2	-1.0

Record cards (already shown). Screens in order: Bcl-B Bim block, RGS8-Gao, Bim-Bcl-W, ABCG2 inh, RGS7-Gao, GSH bead fluor, Bcl-XL Bim block, Bim-Bfl-1, RGS4-Gao reg, ABCB1 inh, Bcl-2 Bim block
Shown for `Cc1ccc(-c2ccc(SCC(=O)N3CCc4ccccc43)nn2)cc1` : -13.0, 99.4, -7.0, 0.9, 104.2, 21, -14.0, -16.0, 103.7, -0.3, -8.0
Shown for `CCn1c(=O)c(C(=O)CN2c3ccccc3CC2C)c(N)n(Cc2ccccc2)c1=O` (configuration not stated) : -9.0, 101.0, -3.0, 4.8, 102.2, 19, -7.0, -13.0, 95.1, 0.8, -11.0
Shown for `CCOc1ccc(Cl)cc1S(=O)(=O)N1CCN(c2ccc(C)c(C)c2)CC1` : 0.0, 103.2, 15.0, 2.1, 104.9, 3, 5.0, 4.0, 108.2, 0.3, 3.0
Shown for `O=C(CSc1nnc(NC(=O)c2ccccc2F)s1)Nc1ccccc1F` : 0.0, 97.7, 1.0, 8.9, u, 20, 1.0, -5.0, 95.5, 0.7, -3.0

Remaining list, next part.
SMILES	Bcl-B Bim block	RGS8-Gao	Bim-Bcl-W	ABCG2 inh	RGS7-Gao	GSH bead fluor	Bcl-XL Bim block	Bim-Bfl-1	RGS4-Gao reg	ABCB1 inh	Bcl-2 Bim block
COCc1c(C(=O)N/N=C(/C)c2ccccc2)nnn1-c1nonc1N	-1.0	98.6	-1.0	10.6	u	20	-1.0	-2.0	96.3	0.4	-2.0
COc1cccc(/C=N/NC(=O)c2ccccc2N(Cc2ccccc2)S(=O)(=O)c2ccccc2)c1OC	5.0	101.4	17.0	16.4	100.7	20	8.0	-3.0	94.1	17.2	-14.0
O=C(NC1CCCCC1)C(c1ccc(Cl)cc1)N1CCC2(CC1)OCCO2 (configuration not stated)	-7.0	104.0	2.0	0.7	99.5	13	0.0	-10.0	105.7	0.2	0.0
Cc1cccc(NC(=S)N2CCCCCC2)c1	-3.0	99.0	-1.0	0.3	96.1	7	-1.0	0.0	97.2	0.1	0.0
O=C(CSc1nc2nc3c(cc2c(=O)n1-c1ccccc1)CCCC3)Nc1ccccc1	-2.0	102.0	-8.0	8.4	100.5	16	-4.0	-11.0	99.8	8.3	-10.0
COc1ccc(Cl)cc1NC(=S)NCc1ccccn1	-6.0	101.2	-3.0	27.2	97.6	10	-9.0	-7.0	99.0	0.5	-3.0
C/C(=N\NC(=O)COc1ccccc1F)c1cc2ccccc2o1	-5.0	102.7	-2.0	-1.7	101.6	9	-6.0	-5.0	102.4	-0.7	-2.0
COCc1nnc(NS(=O)(=O)c2ccc([N+](=O)[O-])cc2)s1	-12.0	99.8	-3.0	0.0	104.6	41	-2.0	-8.0	102.7	0.3	-8.0
CC1Sc2ccccc2N(CC(=O)N(C(C)C)C(C)C)C1=O (configuration not stated)	-3.0	100.1	-1.0	0.6	101.2	11	-4.0	-3.0	100.6	0.3	-3.0
O=S(=O)(NCc1ccco1)N1CCCCCC1	-9.0	96.5	0.0	1.6	89.3	25	-3.0	-13.0	89.3	0.5	-12.0
COc1ccc(CCN(C)C(=O)C2CCN(Cc3cccc(OC)c3OC)CC2)cc1OC	-5.0	100.3	-3.0	-0.2	89.8	10	-2.0	-7.0	94.1	0.0	-4.0
COC(=O)Cn1nc(-c2ccccc2)n(-c2ccccc2)c1=S	0.0	100.2	0.0	0.6	105.9	18	0.0	0.0	100.5	0.2	0.0
CC(C)NC(=O)c1n[nH]c(=O)c2ccccc12	-1.0	105.7	3.0	0.5	104.0	5	0.0	-6.0	102.5	0.1	2.0
CN1CCN(CCc2cn3ncc(C#N)c3nc2-c2ccc(F)cc2)CC1	0.0	102.6	2.0	0.4	99.6	16	4.0	-5.0	102.5	-0.5	-6.0
COc1ccccc1CNC(=O)CSc1ccc(-c2ccncc2)nn1	2.0	99.7	0.0	5.0	101.6	31	0.0	0.0	104.9	1.4	0.0
COc1ccccc1N=c1sc2ccccc2n1C	-3.0	102.0	5.0	0.7	97.0	7	0.0	-12.0	97.4	0.1	-5.0
CN1CC(c2ccccc2)C2(SC(=S)N(Cc3ccco3)C2=O)C12C(=O)Nc1ccccc12 (configuration not stated)	-8.0	105.4	3.0	0.3	108.4	14	-1.0	-7.0	105.8	5.7	-10.0
CCn1c(SCC(=O)Nc2ccc(C)cc2)nc2nc3c(cc2c1=O)CCCC3	-7.0	100.1	-4.0	3.2	97.2	11	-5.0	-5.0	94.6	3.8	-5.0
CC1CN(Cc2csc(-c3ccc(Cl)cc3)n2)CC(C)O1 (configuration not stated)	-5.0	101.8	0.0	1.6	99.1	10	-4.0	-8.0	100.4	0.0	-3.0
CC1=C(C(=O)N2CCN(c3cc(C)ccc3C)CC2)C2(CCCCC2)OC1=O	-3.0	101.2	-3.0	11.0	100.2	13	-5.0	-1.0	102.2	2.4	0.0
O=C(NCCC1=CCCCC1)C1CC(=O)N(C2CCCCC2)C1 (configuration not stated)	-3.0	98.7	-4.0	0.8	95.3	28	0.0	-4.0	93.6	0.1	-2.0
O=C(O)CCN1C(=O)c2ccccc2C1=O	-8.0	106.2	-1.0	1.5	101.6	15	0.0	-9.0	107.3	0.3	-3.0
CCCS(=O)(=O)N1CCC(C(=O)NCCCOCC)CC1	-8.0	100.8	0.0	5.3	104.2	24	-7.0	-16.0	101.5	0.9	-9.0
c1csc(CCNc2ncnc3sc4c(c23)CCC4)c1	-10.0	99.5	1.0	-0.8	106.4	22	-7.0	-13.0	100.7	-1.0	-11.0
CCOC(=O)C(C)Sc1nnc(Cn2c(=O)sc3ccccc32)n1-c1ccccc1 (configuration not stated)	-7.0	99.6	-2.0	0.0	99.0	23	-4.0	-4.0	102.7	0.9	-2.0
O=C(O)CN=C(NS(=O)(=O)c1ccc(Cl)cc1)c1ccc(F)cc1	-1.0	101.0	0.0	0.2	102.5	12	-1.0	-5.0	99.5	1.0	-2.0
COc1ccc(OCc2nn3c(-c4cccc(OC)c4)nnc3s2)cc1	-6.0	100.9	-1.0	7.8	98.5	36	0.0	-10.0	101.2	0.4	-9.0

Screening results: PubChem BioAssay, NMMLSC
